Screening data as filed in PubChem BioAssay.
G6PDH CS: counter-screen for G6PDH assay hits: L. mesenteroides G6PDH inhibition. Purified L. mesenteroides G6PDH, diaphorase/resazurin coupled fluorescence, 45 min. 200,000 tested, 0.12% active. AID 1020. inhibition, % at 5 µM; in the data active = inhibition above about 50%
STAT1 inh: STAT1 signaling inhibition; NIH 3T3 STAT1-luciferase reporter, IFN-gamma, luminescence; inhibition, % at 5.5 µM; 200,000 tested, 0.35% active; AID 920;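 active = inhibition above a set limit, the mean inhibition across all tested compounds plus 3 SD, cut at about 34% in these data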;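 note: 0% = IFN-gamma with DMSO and 100% = IFN-gamma with 300 µM nifuroxazide; values of inactives mirror those of a sister screen read the other way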
TLR4-MyD88 BLA: blocks binding of human TLR4 to MyD88; O00206+Q99836; HeLa CL3-4 TLR4/MyD88 BLA complementation, FRET ratio; inhibition, % at 8.4 µM; 200,000 tested, 0.18% active; AID 861; in the data active = inhibition above about 25%;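 note: 0% = vehicle and 100% = reference inhibitor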
Target sequence (O00206 whole entry, looked up): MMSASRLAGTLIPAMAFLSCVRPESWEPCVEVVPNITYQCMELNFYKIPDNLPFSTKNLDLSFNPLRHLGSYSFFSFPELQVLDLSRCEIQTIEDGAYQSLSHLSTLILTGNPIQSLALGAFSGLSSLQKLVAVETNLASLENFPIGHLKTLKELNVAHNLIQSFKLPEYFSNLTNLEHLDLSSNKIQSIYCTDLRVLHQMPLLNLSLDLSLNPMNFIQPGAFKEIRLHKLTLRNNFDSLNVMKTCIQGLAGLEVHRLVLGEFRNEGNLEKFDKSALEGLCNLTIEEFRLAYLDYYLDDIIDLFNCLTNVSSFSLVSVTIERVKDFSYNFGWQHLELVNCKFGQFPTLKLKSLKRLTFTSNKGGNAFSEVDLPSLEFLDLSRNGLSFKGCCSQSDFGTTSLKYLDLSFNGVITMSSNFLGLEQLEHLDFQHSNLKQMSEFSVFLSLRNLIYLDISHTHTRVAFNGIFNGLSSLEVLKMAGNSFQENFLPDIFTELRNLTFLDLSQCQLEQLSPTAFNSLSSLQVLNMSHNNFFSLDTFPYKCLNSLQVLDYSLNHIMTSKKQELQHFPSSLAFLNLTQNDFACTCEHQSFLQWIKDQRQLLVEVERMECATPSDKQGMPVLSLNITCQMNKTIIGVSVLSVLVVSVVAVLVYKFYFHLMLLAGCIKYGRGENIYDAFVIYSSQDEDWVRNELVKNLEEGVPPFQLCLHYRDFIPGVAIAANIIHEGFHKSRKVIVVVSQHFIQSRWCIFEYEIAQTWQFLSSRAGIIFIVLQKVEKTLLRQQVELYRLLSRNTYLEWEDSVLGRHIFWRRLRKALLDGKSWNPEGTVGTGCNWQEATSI
Target sequence (Q99836 whole entry, looked up): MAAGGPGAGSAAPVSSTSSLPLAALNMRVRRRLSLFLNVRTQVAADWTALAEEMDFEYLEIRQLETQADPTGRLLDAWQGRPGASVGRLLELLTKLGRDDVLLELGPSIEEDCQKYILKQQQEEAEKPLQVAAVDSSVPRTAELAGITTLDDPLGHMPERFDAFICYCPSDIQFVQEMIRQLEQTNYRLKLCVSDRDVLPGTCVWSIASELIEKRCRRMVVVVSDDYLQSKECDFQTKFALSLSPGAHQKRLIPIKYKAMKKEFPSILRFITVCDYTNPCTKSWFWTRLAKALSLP
APP 5UTR inh: APP translation inhibition. SH-SY5Y APP 5'UTR-luciferase reporter, luminescence. inhibition, % at 2 µM. 190,000 tested, 0.82% active;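 active = inhibition above a set limit, derived from the sample mean plus 3 SD, cut at about 45% in these data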; note: values of inactives mirror those of a sister screen read the other way
STAT3 act: activators of IL-6 induced STAT3 signaling; AID 871; U3A cells, IL-6 STAT3-luciferase reporter, luminescence; 100% = signal with IL-6 EC80 alone; 190,000 tested, 0.91% active; activation (% of control), % at 5.6 µM;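 active = activation above the screen-wide mean of compound activation plus 3 SD, cut at about 130% in these data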;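 note: 0% = background luminescence of wells with medium and substrate only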
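Detection: reporter luminescence signal / Assay system: STAT1-lacking human U3A cells, STAT3 luciferase reporter / Incubation: compound pre-incubation 1 h before IL-6, then 6 h stimulation at 37 °C / Control set: IL-6-only high control / Read-out: % activation relative to IL-6 control / Probe or stimulus: Interleukin-6, 33 ng/mL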
Diaphorase act: diaphorase activation or chemical reduction counter-screen; activation factor at 20 µM; Diaphorase/resazurin coupled assay, resorufin fluorescence, 16 min; active compounds read high; 1 = vehicle wells, 0 = NADH-free wells; 190,000 tested, 0.005% active; AID 1229;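 active = diaphorase activity raised at least twofold by the compound at 20 µM; inactive = activation factor below 2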
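Material: bacterial diaphorase enzyme (C. kluyveri); amount: enzyme 0.07 U/mL final; reagent: NADH substrate 0.114 mM plus resazurin dye 0.1 mM, final; doses: single compound dose of 20 µM, 1% DMSO final; timing: 16 min enzyme reaction, ambient temperature; measured by: fluorescence of resorufin, 544 nm excitation, 590 nm emission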
Diaph inh CS: inhibits diaphorase or chemically oxidizes, flagging diaphorase assay artifacts. diaphorase resazurin-to-resorufin fluorescence, NADH, 16 min; bacterial (C. kluyveri) enzyme, not human. inhibition, % at 20 µM. 190,000 tested, 0.69% active;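 active = primary screen inhibition at 20 µM above a set limit, cut at about 50% in these data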;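 note: plate controls were DMSO with full reaction for no effect and wells lacking NADH for full effect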
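Assay system – diaphorase enzyme from Clostridium kluyveri · Amount – diaphorase 0.14 U/mL (working solution) · Times – reaction incubation of 16 min at room temperature · Controls – No-NADH positive control and DMSO neutral control · Signal – resorufin fluorescence 544/590 nm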
STAT1 activator: activators of IFN-gamma induced STAT1 signaling | AID 932 | NIH 3T3 STAT1-luciferase reporter, luminescence; 100% = IFN-gamma alone, no compound | activation (% of control), % at 5.5 µM | 200,000 tested, 2.6% active;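 active = activation above the screen-wide mean activation plus 3 SD, cut at about 130% in these data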;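 note: raw ratio to IFN-gamma control signal so 100% means no change and 0% no light; values of inactives mirror those of a sister screen read the other way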
Hsp70 activator: Hsp70 transcriptional activation, primary screen; HeLa Hsp70 promoter luciferase reporter, luminescence; scaled: vehicle 0, proteasome-inhibitor control 100%; activation, % at 10 µM; 200,000 tested, 0.04% active;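 active = activation above the mean across all tested compounds plus 3 SD, cutoff set per campaign, cut at about 5.5% in these data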;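 note: 100% = MG132 at 30 µM as the positive control and 0% = DMSO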
STAT3 blocker: reduces IL-6 driven STAT3 reporter signal; U3A cells, IL-6 STAT3-luciferase reporter, luminescence; host cell line lacks STAT1; inhibition, % at 5.5 µM; 190,000 tested, 0.89% active; AID 862;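 active = inhibition above the mean inhibition across all screened compounds plus 3 SD, cut at about 44% in these data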;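 note: 0% = DMSO only wells and 100% = 100 µM nifuroxazide control wells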
Starred values were filed as active, the others as inactive; nt = no result given. Not a hit list, and some 6.1% of all compounds hit somewhere here.

No.	mol	G6PDH CS	STAT1 inh	TLR4-MyD88 BLA	APP 5UTR inh	STAT3 act
1	CCCCN(CC)C(=O)Cc1cn(C)c2ccccc12	10	-2	-19	1	105
2	c1ccc2[nH]c(N3CCOCC3)nc2c1	0	11	5	-7	92
3	COc1cccc(CNc2ccc3c(c2)CCC3)c1	5	-3	0	-32	105
4	Fc1cccc(F)c1-n1c(CN2CCCC2)csc1=S	2	-2	-6	-9	101
5	CCN1CCN(CC(=O)Nc2ccccc2)C(=O)C1=O	6	-7	4	8	101
6	COc1ccc(OC)c(S(=O)(=O)N(C)CC(=O)N2CCN(c3ccccc3)CC2)c1	12	3	-5	0	101
7	CCC(C)Nc1nc(-c2ccc3c(c2)NC(=O)CO3)cs1 (configuration not stated)	1	-13	12	-17	89
8	CCN(CC)C(=O)c1ccc(C)c(Br)c1	-8	10	-6	13	98
9	CCOC(=O)c1cc(CC)sc1NC(=O)c1ccc2c(c1)OCCO2	-4	3	-1	nt	99
10	CC(=O)NC1CC(C)(C)N(OC(C)=O)C(C)(C)C1	-2	-3	13	6	98
11	COc1ccc(NS(=O)(=O)c2ccc(NC(C)=O)cc2)cc1OC	-7	24	-7	3	64
12	O=C(Cc1cccs1)Nc1nnc(CCc2ccccc2)s1	4	-1	-4	-5	102
13	N#CCC1c2ccccc2CCN1C(=O)Nc1ccc(Cl)cc1 (configuration not stated)	-15	5	0	-13	98
14	Cc1sc2ncnc(NCC(C)(C)N3CCOCC3)c2c1C	1	24	1	9	61
15	CC(C)C(NS(=O)(=O)c1c(Cl)cccc1Cl)C(=O)OCC(=O)c1c[nH]c2ccccc12 (configuration not stated)	6	8	-10	-11	115

No.	Diaphorase act	Diaph inh CS	STAT1 activator	Hsp70 activator	STAT3 blocker
1	0.9	8	102	-0.3	0
2	0.9	7	90	-0.1	16
3	0.8	16	103	0.0	0
4	0.8	19	102	-0.2	-1
5	0.9	11	106	-0.4	3
6	1	-2	98	0.7	3
7	0.8	18	112	0.4	16
8	0.9	6	91	-0.4	6
9	0.8	21	94	-0.1	2
10	1.1	-5	104	0.1	3
11	0.9	9	78	-0.4	48*
12	0.9	10	101	-0.1	3
13	0.8	15	96	0.4	9
14	0.9	5	80	-0.6	47*
15	0.8	15	93	-0.2	-18

Reprinted from the part before: two compounds, then new ones.
No.	mol	G6PDH CS	STAT1 inh	TLR4-MyD88 BLA	APP 5UTR inh	STAT3 act
14	Cc1sc2ncnc(NCC(C)(C)N3CCOCC3)c2c1C	1	24	1	9	61
15	CC(C)C(NS(=O)(=O)c1c(Cl)cccc1Cl)C(=O)OCC(=O)c1c[nH]c2ccccc12 (configuration not stated)	6	8	-10	-11	115
16	COc1ccc(C2=NN(C(=O)c3ccc(Cl)c([N+](=O)[O-])c3)C(c3ccccc3)C2)cc1 (configuration not stated)	-3	1	5	-12	90
17	COCCn1c(-c2ccc(Cl)cc2Cl)nc2c(c(=O)c3ccccc3n2C)c1=O	-16	5	-10	-9	103
18	COC(=O)c1cccn(CC(=O)c2ccc(Cl)cc2Cl)c1=O	1	-6	-9	1	99
19	COc1ccc(Cn2nnnc2C(c2ccc(N(C)C)cc2)N2CCC(C(N)=O)CC2)cc1 (configuration not stated)	9	1	-3	-2	101
20	COC(=O)c1c(C)oc2ccc(N(C(=O)c3ccncc3)S(=O)(=O)c3ccc(C)cc3C)cc12	-11	8	4	0	100
21	Cc1ccc(CCC(=O)Nc2nccs2)o1	15	-1	-2	-7	91
22	Cc1cccc(C)c1NC(=O)CSCC(=O)c1ccc(O)c(O)c1	17	-2	-5	2	106
23	CCn1c(=O)cc(SCC(=O)NCC2CCCO2)c2ccccc21 (configuration not stated)	-18	0	9	9	99
24	COc1cccc(C2C(=O)N(C3CCCCC3)CC(=O)N2Cc2ccc(F)cc2)c1 (configuration not stated)	5	0	-3	-13	95
25	CC(C)C(NC(=O)COc1ccccc1)C(=O)O (configuration not stated)	1	2	-23	-2	100
26	Cc1ccc(NC(=S)N(C)N)cc1Cl	10	2	-9	-11	101
27	COC(=O)CC/C(O)=C1/C(=N)CC(C)(C)CC1=O	5	-3	4	12	97
28	CCN(CCO)C(=S)Nc1cc(S(=O)(=O)N(C)C)ccc1C	3	12	-9	-10	96
29	O=C(NCc1ccco1)C(=O)c1c[nH]c2ccccc12	2	-18	8	-41	82
30	CSCCC(NS(=O)(=O)/C=C/c1ccccc1)C(=O)N1CCC(C)CC1 (configuration not stated)	nt	-2	8	-14	95

No.	Diaphorase act	Diaph inh CS	STAT1 activator	Hsp70 activator	STAT3 blocker
14	0.9	5	80	-0.6	47*
15	0.8	15	93	-0.2	-18
16	0.9	11	99	-0.4	19
17	0.9	14	97	-0.1	-6
18	0.9	12	106	-0.2	5
19	1	0	99	-0.3	3
20	0.7	27	95	-0.3	-3
21	1	1	101	0.2	20
22	0.6	39	101	-0.3	-3
23	0.9	14	100	-0.1	6
24	0.9	10	100	-0.1	10
25	0.9	6	98	-0.1	7
26	0.9	7	96	-0.2	1
27	1	3	103	-0.2	11
28	0.9	10	89	-0.4	7
29	1	-5	114	-0.5	26
30	nt	nt	102	-0.3	10

(next part)
No.	mol	G6PDH CS	STAT1 inh	TLR4-MyD88 BLA	APP 5UTR inh	STAT3 act
31	CC(=O)C1=C(C)NC(C)=C(C(C)=O)C1c1cn(-c2ccccc2)nc1-c1cccs1	0	-5	17	14	104
32	COc1ccc(-c2cc(C(F)(F)F)nc(SCC(=O)N3CC(C)OC(C)C3)n2)cc1OC (configuration not stated)	-1	-1	-14	11	104
33	COc1ccc(/C=C(\C#N)C(=O)C(C)(C)n2cncn2)cc1	22	-3	-3	5	112
34	CCCCCCSc1nsc(NC(=O)CC(C)C)n1	-1	-8	-6	-42	96
35	O=C(CCN1C(=O)C2C3C=CC(C4CC34)C2C1=O)Oc1ccc(Br)cc1 (configuration not stated)	2	-4	11	-6	98
36	COc1ccccc1N1CCN(C(=O)c2cnn3cccnc23)CC1	1	4	-16	0	99
37	CC(C)NC(=O)NC(=O)CSc1nncn1C	10	-1	9	-1	103
38	Cc1ccc(Cl)cc1NC(=O)c1ccc(NC(=O)CCC(=O)O)cc1	0	-2	-2	-2	98
39	O=c1c2ccccc2nc(-c2ccc(Cl)c(Cl)c2)n1O	8	-12	11	6	99
40	Cc1nc(N2CCOCC2)nc(OC(C)C)c1[N+](=O)[O-]	-10	6	11	14	100
41	Cc1nn(-c2ccccc2)c(N2CCCC2)c1/C=C1\N=C(c2ccc(F)cc2)OC1=O	3	1	2	2	106
42	COc1cccc(/C=N/NC(=O)CC2C(=O)NN=C2C)c1O (configuration not stated)	16	2	-3	16	106
43	O=C(c1cccc(Cl)c1)N1CCn2c1nc1ccccc12	15	-10	-3	-6	87
44	COc1cc(C(=O)OCC(=O)NC2CCS(=O)(=O)C2)ccc1OCc1c(C)noc1C (configuration not stated)	8	1	3	6	97
45	Cc1[nH]c2ccccc2c1CCC(N)=O	1	-7	-5	12	105

No.	Diaphorase act	Diaph inh CS	STAT1 activator	Hsp70 activator	STAT3 blocker
31	1	0	113	-0.2	-3
32	0.8	23	101	-0.2	1
33	0.9	6	103	0.3	-4
34	0.8	19	107	0.3	9
35	0.9	11	101	-0.1	7
36	0.9	6	96	-0.2	5
37	0.9	11	101	0.0	3
38	0.9	13	102	0.0	2
39	0.8	16	111	-0.2	7
40	0.9	6	94	-0.2	0
41	0.9	6	99	-0.4	-8
42	0.8	21	96	-0.3	-8
43	nt	nt	110	-0.2	17
44	1	-3	99	-0.1	6
45	0.9	12	106	0.5	-2

Later entries
No.	mol	G6PDH CS	STAT1 inh	TLR4-MyD88 BLA	APP 5UTR inh	STAT3 act
46	CCC(CC)C(=O)N1CCN(c2ccccc2)CC1	8	2	5	-13	99
47	Fc1ccccc1-c1nc(N2CCCCC2)c2ccccc2n1	-10	1	13	-13	107
48	CCOC(=O)c1c(NC(=O)C(C)Sc2cn(C)c3ccccc23)sc2c1CCC2 (configuration not stated)	11	8	1	16	97
49	CN(CCC#N)C(=O)COC(=O)c1ccc2[nH]c3c(c2c1)CCCC3	7	-5	-7	-21	90
50	Cc1ccc(CNC(=O)CCCNS(=O)(=O)c2cccc3nonc23)cc1	15	3	2	9	99
51	CC1(C)Oc2ccc(C(=O)N3CCCCC3)cc2N(CC(=O)NCc2ccccc2)C1=O	6	-2	1	-61	102
52	COCCN(Cc1cc2cc(C)ccc2n2nnnc12)C(=S)Nc1ccccc1C	10	6	-1	-15	103
53	O=C(Nc1ccc(F)cc1)C(c1ccccc1)N1CCN(S(=O)(=O)c2ccc3ccccc3c2)CC1 (configuration not stated)	4	25	-5	-7	91
54	O=C(NCCCN1CCOCC1)C1(c2ccccc2)CCOCC1	7	2	-3	6	102
55	OC(COc1c(F)cc(Br)cc1F)CN1CCN(c2ccc(F)cc2)CC1 (configuration not stated)	3	-4	-1	-4	107
56	Cc1onc(-c2ccccc2Cl)c1C(=O)N1CC(C)OC(C)C1 (configuration not stated)	3	-1	7	-12	103

No.	Diaphorase act	Diaph inh CS	STAT1 activator	Hsp70 activator	STAT3 blocker
46	0.9	13	97	-0.5	5
47	0.9	6	99	-0.5	-5
48	0.9	9	93	-0.1	3
49	1	3	102	-0.3	15
50	0.9	14	99	-0.1	7
51	1	5	102	-0.4	7
52	1	0	93	-0.5	3
53	0.9	6	78	-0.3	15
54	0.8	19	98	0.4	0
55	0.9	11	104	-0.3	-2
56	0.9	10	101	-0.3	1

Results in Diaph inh CS and TLR4-MyD88 BLA (five entries from above):
entry	Compound	Diaph inh CS	TLR4-MyD88 BLA
19	COc1ccc(Cn2nnnc2C(c2ccc(N(C)C)cc2)N2CCC(C(N)=O)CC2)cc1 (configuration not stated)	0	-3
48	CCOC(=O)c1c(NC(=O)C(C)Sc2cn(C)c3ccccc23)sc2c1CCC2 (configuration not stated)	9	1
40	Cc1nc(N2CCOCC2)nc(OC(C)C)c1[N+](=O)[O-]	6	11
43	O=C(c1cccc(Cl)c1)N1CCn2c1nc1ccccc12	nt	-3
23	CCn1c(=O)cc(SCC(=O)NCC2CCCO2)c2ccccc21 (configuration not stated)	14	9
